Screening data: PubChem BioAssay, National Center for Advancing Translational Sciences (NCATS)
HCMV antiviral: human cytomegalovirus inhibition; HFF cells, HCMV-luciferase reporter, 72 h; stronger effect = lower value; activity change, negative = inhibition, % at 57.5 µM; 410,000 compounds, 4.5% hits; in the data active = activity change below about -60%; inconclusive = no clear call, values can overlap the other calls; inactive = above about -39%
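HFF cells seeded 16 h at 37C, treated with compounds, infected with luciferase-reporter HCMV at MOI 1 PFU/cell; luciferase read at 72 h post infection, normalized to buffer-only and Salinomycin controls.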
Numbers without * were called inactive; ? = inconclusive. % is scaled to controls: 0 for no effect and ±100 for the full control effect. The list is partial, so the mix of outcomes need not match the whole.

SMILES | HCMV antiviral
COc1ccc(CN2C(=O)CSCC2(C)C(=O)NCc2ccccc2)cc1OC (stereo not drawn) | 11
C=C1[C@H](C)CN(S(=O)C(C)(C)C)[C@H]1CCO (stereo partly drawn) | -5
OC(c1ccc(F)c(F)c1)c1nc(-c2ccc(F)c(Cl)c2)cs1 (stereo not drawn) | -26
COc1ccc(CCC(=O)Nc2ccc(S(=O)(=O)N3CCOCC3)cc2)cc1OC | 10
CN1CCC(C)(C(=O)Nc2cccc3c2CCCC3)C1 (stereo not drawn) | -12
COc1ccc(S(=O)(=O)NCc2cccnc2)c(Cl)c1Cl | 12
Cc1ccc(S(=O)(=O)N2C[C@H]3[C@H]4C(=O)N(c5ccccc5)C(=O)[C@H]4CC(=O)[C@H]3[C@@H]2c2ccc(Cl)cc2)cc1 | 16
C=CCNC(=O)c1cc2cc(Cl)ccc2nc1N | -11
COc1ccc(NC(=O)N(C)C[C@@H]2OCc3cnnn3CCCC(=O)N([C@@H](C)CO)C[C@H]2C)cc1 | -3
CC1(C(=O)Nc2cnc3ccccc3c2)CCN1Cc1ccccc1Cl (stereo not drawn) | -76*
CCCN(CCC)Cc1cc(=O)oc2cc(C)cc(C)c12 | -13
C[C@@H]1CN(C(=O)OC(C)(C)C)CCN1c1ccc(N2CC[C@@H](O)C2)c(C#N)c1 | -6
CCCS(=O)(=O)NC(=O)C1(C)CCCN(C(=O)c2cc(F)ccc2C)C1 (stereo not drawn) | -19
CN1CCN(c2cc(-c3ccc4ccccc4c3)nc3ccnn23)CC1 | -31
CCCNC(=O)C1(C)CCN(C(=O)c2cccc(C(F)(F)F)c2)C1 (stereo not drawn) | -7
O=c1c2ccccc2c2ccccc2c(=O)n1Cc1ccc2c(c1)OCO2 | -14
OC(c1ccc(-c2ccccc2)cc1)c1ncc(-c2ccccc2)[nH]1 (stereo not drawn) | -16
C[C@@H]1CN([C@H](C)CO)C(=O)CCCn2nncc2CO[C@H]1CN(C)C(=O)Nc1cccc2ccccc12 | 41
NC(c1csc(Nc2ccc(C(=O)NCCCO)cn2)n1)C1CCCCC1 (stereo not drawn) | -17
O=C(c1ccco1)N1CCN(c2ncnc3scc(-c4ccc(Cl)cc4)c23)CC1 | ?
Cc1ccc(NC(=O)CCc2ccccc2)cc1C | -25
COc1ccc(CC(N)c2csc(NC(=O)c3cc(C(C)(C)C)nn3Cc3ccccc3)n2)cc1 (stereo not drawn) | 16
C[C@H](CO)N1C[C@H](C)[C@@H](CN(C)C(=O)c2cccc(F)c2)Oc2cc(-c3cncnc3)ccc2S1(=O)=O | 0
COc1ccc(C(=O)N/C(=C\c2ccc(Cl)cc2)C(=O)NCc2ccncc2)cc1 | 0
Cc1cccc(CN2CCN(C3CN(Cc4cn(Cc5cc(C)cc(C)c5)nn4)S(=O)(=O)C3)CC2)c1 (stereo not drawn) | -101*
CC1(C(=O)NCc2ccccc2)CSCC(=O)N1C1CC1 (stereo not drawn) | 69
C#CCN(C[C@@H]1[C@@H](OC(=O)NCc2ccc(OC)c(OC)c2)[C@@H](OC(=O)NCc2ccc(OC)c(OC)c2)CN(C(=O)OC(C)C)N1C(=O)OC(C)C)S(=O)(=O)c1ccc(C)cc1 | -32
C[C@@H](CO)NC(=O)c1[nH]cnc1C(=O)Nc1cccc(Cl)c1 | -23
COc1ccc2c(c1)[C@@H](NC(=O)OCc1ccccc1)[C@H](C)[C@@H](c1ccccc1)N2Cc1cccc(F)c1 | -10
C=Cc1ccc(Cn2c(C)c(C(=O)NCc3cccc(C(F)(F)F)c3)sc2=O)cc1 | 2
Cc1ccc([C@H]2N[C@]3(CCCN(Cc4ccc(F)cc4)C3=O)[C@H]3C(=O)N(C)C(=O)[C@@H]23)cc1 | -16
Cc1ccc(C(=O)Nc2nc(-c3ccc4c(c3)OCCO4)cs2)o1 | 3
COc1ccc(CN(C)C[C@H]2OCCCC[C@@H](C)Oc3ccc(NS(C)(=O)=O)cc3C(=O)N([C@H](C)CO)C[C@@H]2C)cc1 | -3
COc1cc(Cn2c3ccc(NC(=S)NCc4ccc(C)cc4)cc3c(=O)n2C)ccc1F | -25
COc1ccc(CC(N)c2csc(Nc3cc(NCCCO)ncn3)n2)cc1 (stereo not drawn) | -33
COc1cccc(NC(=O)C2(C)CCN2CCc2ccccc2)c1 (stereo not drawn) | -16
CC1(C(=O)Nc2nccs2)CCN1C(=O)CC(c1ccccc1)c1ccccc1 (stereo not drawn) | -102*
O=S(=O)(NCCS(=O)(=O)N1CCN(c2ccc(F)cc2)CC1)c1ccccc1 | -22
COc1ccc(Cn2cc(CN3CC(N4CC=CC4)CS3(=O)=O)nn2)cc1 (stereo not drawn) | -7
CC(C)C[C@H]1CN(CCCC[C@H]2CNC(=O)C(=O)N2CCc2ccccc2)C(=O)C(=O)N1CC1CCCCC1 | -27
COC(=O)[C@@]12C[C@@H](CC(=O)NCc3ccc(OC)c(OC)c3)C(=O)N(Cc3ccccc3)C1=CCC(C)(C)C2 | -1
CCOc1ccc(Cl)cc1-c1cc(C(=O)Nc2ccc(OC)nc2)[nH]n1 | -16
CC(C)(C)NC(=O)C(c1ccccc1)n1c(=O)c(-c2cc3ccccc3[nH]2)nc2ccccc21 (stereo not drawn) | -24
CC(C)(C)n1nc(C2CC2)c(Br)c1NC(=O)c1ccc(Cl)cc1 | 28
C[C@@H]1CN([C@@H](C)CO)C(=O)CCCn2nncc2CO[C@@H]1CN(C)C(=O)Nc1cccc(C(F)(F)F)c1 | 24
COc1ncccc1-c1ccc2nncn2c1 | 7
CN(C)CCN(C)C1CN(CCc2ccccc2)S(=O)(=O)C1 (stereo not drawn) | 27
C[C@H]1CN([C@@H](C)CO)C(=O)c2cc(C3=CCCC3)cnc2O[C@@H]1CN(C)C(=O)c1ccncc1 | 5
N#Cc1nccc2ccc(OCc3ccc(Br)cc3)cc12 | -24
CC(=O)N1CCN(c2ccc(NC(=O)c3cccc(F)c3)cc2)CC1 | 26
Going on with the list:
SMILES | HCMV antiviral
COc1ccc(-c2ccc3c(c2)CN(C(=O)C(C)(C)C)Cc2cnnn2-3)cc1 | -25
Cc1ccc(S(=O)(=O)NC(=O)C2(C)CCN2C(=O)c2ccc(C(F)(F)F)nc2C)cc1 (stereo not drawn) | 31
N#Cc1ccccc1OCC(=O)NC1CCCCCC1 | ?
CC(C)=C(C)c1cc2nc(NCCCN(C)C)n(C)c(=O)c2s1 | 4
O=C(Nc1ccc(F)c(Cl)c1)c1cc(C2CCCN(S(=O)(=O)c3cccc4cccnc34)C2)on1 (stereo not drawn) | -28
CNc1cncc(-c2cc(OC)ccc2OC)n1 | ?
Cn1cc(-c2csc(C(O)(c3ccccc3)C(F)(F)F)n2)cn1 (stereo not drawn) | ?
COc1cc(F)ccc1-c1csc(C(O)c2ccc(F)cc2)n1 (stereo not drawn) | 47
O=C(NCc1cccc(Cl)c1)c1ccc(-n2cncn2)c2ccoc12 | 18
O=[N+]([O-])c1ccc2c(c1)CCO[C@@]21O[C@H](CCO)C[C@H](O)[C@H]1O | -1

Exported tab-delimited: part of the list above
Structure	HCMV antiviral
C[C@@H]1CN([C@@H](C)CO)C(=O)CCCn2nncc2CO[C@@H]1CN(C)C(=O)Nc1cccc(C(F)(F)F)c1	24
COc1ncccc1-c1ccc2nncn2c1	7
CN(C)CCN(C)C1CN(CCc2ccccc2)S(=O)(=O)C1 (stereo not drawn)	27
C[C@H]1CN([C@@H](C)CO)C(=O)c2cc(C3=CCCC3)cnc2O[C@@H]1CN(C)C(=O)c1ccncc1	5
N#Cc1nccc2ccc(OCc3ccc(Br)cc3)cc12	-24
CC(=O)N1CCN(c2ccc(NC(=O)c3cccc(F)c3)cc2)CC1	26
COc1ccc(-c2ccc3c(c2)CN(C(=O)C(C)(C)C)Cc2cnnn2-3)cc1	-25
Cc1ccc(S(=O)(=O)NC(=O)C2(C)CCN2C(=O)c2ccc(C(F)(F)F)nc2C)cc1 (stereo not drawn)	31
N#Cc1ccccc1OCC(=O)NC1CCCCCC1	?
CC(C)=C(C)c1cc2nc(NCCCN(C)C)n(C)c(=O)c2s1	4
O=C(Nc1ccc(F)c(Cl)c1)c1cc(C2CCCN(S(=O)(=O)c3cccc4cccnc34)C2)on1 (stereo not drawn)	-28
CNc1cncc(-c2cc(OC)ccc2OC)n1	?
Cn1cc(-c2csc(C(O)(c3ccccc3)C(F)(F)F)n2)cn1 (stereo not drawn)	?

Next records follow:
SMILES | HCMV antiviral
Cc1ccc([C@@H]2C[C@H]3[C@@H](CN2S(=O)(=O)c2ccc(C)cc2)C(=O)C[C@@H](c2ccccc2)N3S(=O)(=O)c2ccc(C)cc2)cc1 | -12
Cc1ccc(C)c(C(O)c2ncc(-c3ccccc3)[nH]2)c1 (stereo not drawn) | -14
CCOC(=O)N1CCN(C(=O)C[C@@H]2C[C@@]3(C(=O)OCC)CCC=C3N(CCC3=CCCCC3)C2=O)CC1 | 3
COc1ccc(NC(=O)c2sc(=O)n(Cc3ccc(S(=O)(=O)N(C)C)cc3)c2C)cc1 | -1
COc1ccc(-c2ccc(CN3C(CC(C)C)C(=O)N(Cc4cn(CCC5OCCCO5)nn4)CCS3(=O)=O)cc2)cc1OC (stereo not drawn) | 4
CCCCn1nnnc1C(c1ccccc1)N1CCN(CCN2CCOCC2)CC1 (stereo not drawn) | -6
CCCN(CC(=O)NC(=O)NCc1ccccc1)CC(=O)Nc1ccc(F)c(F)c1F | 18
O=C(Nc1c(-c2ccc(Cl)cc2)[nH][nH]c1=O)c1ccccn1 | -20
Brc1ccc2nc(-c3ccco3)c(Cc3ccccc3)n2c1 | 97
CC(=O)Nc1cccc(-c2ccnc3c2CC(C(=O)Nc2cccc(N(C)C)c2)O3)c1 (stereo not drawn) | 12
CCCCNC(=O)C(NC(=O)c1ccc(-c2ccccc2)cc1)C(=O)c1ccccc1 (stereo not drawn) | -81*
Cc1ccc(-c2csc(C(O)c3cccc(Cl)c3)n2)cc1C (stereo not drawn) | -8
CCc1nc2ccc(C(=O)N3CCCC(C(N)=O)C3)cn2c1N(C)Cc1ccc(OC)cc1 (stereo not drawn) | -1
CC(=O)NCCNC(=O)C1Cc2c(-c3ccccc3)ccnc2O1 (stereo not drawn) | 2
COC(=O)C(c1ccc(Br)cc1)(c1cn(C)c2ccccc12)C(Nc1ccccc1)c1ccccc1 (stereo not drawn) | -79*
COc1ccc(Cn2cc(CN3CCc4onc(-c5ccc(Br)cc5)c4C3=O)nn2)cc1 | ?
CCCS(=O)(=O)NC(=O)C1(C)CCN(C(=O)c2cccc3ccccc23)C1 (stereo not drawn) | 5
COc1cc(NC(=O)CCN2CCN(c3ccccc3OC)CC2)cc(OC)c1 | 38
COC(=O)Cn1nnnc1-c1nc2cc(C)c(C)cc2[nH]c1=O | -6
Cc1cccc(NC(=O)CSc2nncn2N)c1C | -13
CCOc1ccc(S(=O)(=O)O)c2cccnc12 | -1
COc1cccc(C(NC(C)=O)c2nc(-c3ccccc3C)cs2)c1 (stereo not drawn) | 2
COc1ccc(NC(=O)C2(C)CCN2Cc2ccc(OC(C)C)cc2)cc1OC (stereo not drawn) | 0
CC(C)C[C@H]1CN(CCCC[C@H]2CNC(=O)C(=O)N2CCC2CCCCC2)C(=O)C(=O)N1CCC1CCCCC1 | -108*
CCOC(=O)[C@]12CCCC=C1N(Cc1ccc(Cl)cc1Cl)C(=O)[C@H](CC(=O)N1CCN(C(=O)c3ccco3)CC1)C2 | 5
Cc1ccc(C)c(C(O)c2ncc(-c3ccccc3F)[nH]2)c1 (stereo not drawn) | -39
COc1ccc(CC(Cc2ccc(OC)c(OC)c2)NC=O)cc1OC | 24
COc1cc(NC(=O)N2CCc3nc(NCc4cccc(Oc5ccccc5)c4)ncc3C2)cc(OC)c1OC | -92*
CCCc1c(C(=O)N/N=C(\C)c2ccccn2)nnn1-c1nonc1N | -98*
Cc1cc(C)c(S(=O)(=O)c2ccc(F)cc2)c(C)c1 | 59
CCCCC[C@@H](C)N1C[C@H](COCc2ccccc2)Oc2cc(N3CCC[C@H]3COC)ccc2S1(=O)=O | 17
CCCCCCCCN1C(=O)[C@H](CC(=O)N2CCCCC2)C[C@@]2(C(=O)OC)CC(C)(C)CC=C12 | 26
CN(N=Nc1ccccc1C(=O)O)C1CCCCC1 | -6
CS(=O)(=O)Nc1cccc(NC(=O)C2Cc3c(-c4cccc(C(N)=O)c4)ccnc3O2)c1 (stereo not drawn) | 54
Cc1ccc(S(=O)(=O)N2CCOCC2)cc1C(=O)NCCCN1CCCC1=O | 29
CC1(c2cccc(Br)c2)NC(=O)N(CC(=O)c2ccc3c(c2)OCO3)C1=O (stereo not drawn) | 15
OC1c2c(F)cccc2N=C2CCCCN21 (stereo not drawn) | -6
C[C@@H]1CN([C@@H](C)CO)C(=O)CCCn2nncc2CO[C@H]1CN(C)C(=O)Nc1ccnc(N2CCOCC2)c1 | -2
C#CCN(C[C@@H]1[C@@H](OC(=O)Nc2cccs2)[C@@H](OC(=O)Nc2cccs2)Cn2c(=O)n(CCCCCC)c(=O)n21)S(=O)(=O)c1ccc(C)cc1 | ?
Cc1ccccc1S(=O)(=O)NC(=O)C1(C)CCN1C(=O)Cc1ccc(C(C)(C)C)cc1 (stereo not drawn) | 12
CC1ON=C(c2cccc3ccccc23)N(C)C1=O (stereo not drawn) | 4
O=C(OCc1cn([C@H]2CN(Cc3cccs3)[C@@H](c3ccc(Cl)cc3)C[C@@H]2O)nn1)c1ccccc1 | 6
c1ccc(-c2nnc(SCc3ccncc3)o2)cc1 | 21
CCCNC(=O)N(C)C[C@@H]1Oc2ncc(-c3ccncc3)cc2C(=O)N([C@H](C)CO)C[C@@H]1C | -33
N#CCSc1ccccc1NC(=O)COC(=O)C1CCN(C(=O)c2ccc(Cl)cc2)CC1 | -40
O=C(CNc1cccc(Br)c1)Nc1ccc(S(=O)(=O)N2CCCCC2)cc1 | -1
COC(=O)C[C@@H]1C=C[C@H](NC(=O)Nc2ccc(F)cc2)[C@@H](CO)O1 | 0
Cc1cc(=O)n(Nc2ccccc2)c(O)c1C#N | -7
